Compound activity as filed in PubChem BioAssay.
G9a block – blocks human histone lysine methyltransferase G9a; Q96KQ7; G9a H3K9 monomethylation, AlphaScreen, 2 h; Potency, µM (titrated, usually from 102 µM), without a hit: at the highest dose activity, negative = inhibition, actives largely listed as inhibitors; 350,000 compounds, 8.8% hits; AID 504332; note: nearly all actives have a fitted effect of over 75% in size
Target sequence (Q96KQ7 913-1193 limits assumed): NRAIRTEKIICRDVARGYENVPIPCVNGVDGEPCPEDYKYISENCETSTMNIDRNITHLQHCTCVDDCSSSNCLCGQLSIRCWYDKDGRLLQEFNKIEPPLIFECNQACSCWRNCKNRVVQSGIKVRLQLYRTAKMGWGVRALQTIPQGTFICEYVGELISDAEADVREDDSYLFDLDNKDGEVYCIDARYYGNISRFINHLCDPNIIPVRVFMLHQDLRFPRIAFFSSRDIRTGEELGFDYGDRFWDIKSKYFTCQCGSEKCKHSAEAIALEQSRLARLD
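AlphaScreen detection with an anti-monomethyl H3K9 antibody quantified product after a 2 h room-temperature reaction containing 500 nM biotinylated H3K9 peptide, 20 µM SAM and 20 nM enzyme, which had been preincubated 15 min with compound.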
GLS inh – inhibitors of human glutaminase (GLS). 410,000 compounds, 0.21% hits. O94925. Potency, µM (highest dose often 45.5 µM), inactives show top-dose activity change, negative = inhibition, usual class: inhibitors. AID 624170. GLS enzymatic activity, qHTS titration
Target sequence (O94925 whole entry, looked up): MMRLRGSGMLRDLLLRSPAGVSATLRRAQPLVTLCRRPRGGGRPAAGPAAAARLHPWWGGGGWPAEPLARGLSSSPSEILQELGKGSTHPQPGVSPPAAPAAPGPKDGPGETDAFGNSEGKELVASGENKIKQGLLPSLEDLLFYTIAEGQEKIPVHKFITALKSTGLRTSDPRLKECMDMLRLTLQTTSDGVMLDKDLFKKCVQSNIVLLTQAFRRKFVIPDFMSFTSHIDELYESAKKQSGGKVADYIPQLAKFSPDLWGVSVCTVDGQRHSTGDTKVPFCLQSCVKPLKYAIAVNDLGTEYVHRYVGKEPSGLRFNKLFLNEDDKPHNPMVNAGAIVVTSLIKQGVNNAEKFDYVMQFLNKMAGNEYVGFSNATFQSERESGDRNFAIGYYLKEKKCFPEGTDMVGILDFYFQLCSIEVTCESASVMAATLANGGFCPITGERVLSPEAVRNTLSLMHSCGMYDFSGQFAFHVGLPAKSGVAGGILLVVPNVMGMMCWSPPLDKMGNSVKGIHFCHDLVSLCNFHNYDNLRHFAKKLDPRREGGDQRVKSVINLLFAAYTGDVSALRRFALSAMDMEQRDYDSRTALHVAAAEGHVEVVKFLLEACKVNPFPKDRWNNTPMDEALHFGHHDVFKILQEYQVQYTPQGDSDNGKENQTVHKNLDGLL
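Compounds were pin-transferred onto hKGA, after which L-glutamine (1 mM solution) and a detection mix of glutamate oxidase, HRP and Amplex Red were added. Initial and 30 min RT fluorescence reads were collected.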
BAZ2B block – inhibitors of human BAZ2B bromodomain | AlphaScreen BAZ2B-H3K14Ac peptide displacement | 360,000 compounds, 4.4% hits | Q9UIF8 | Potency, µM (doses to about 114 µM), for inactives: at the top dose activity change, negative = inhibition, hits mostly inhibitors; note: nearly all actives have a fitted effect of over 60% in size
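In this displacement format the biotinylated H3(5-23) peptide acetylated at Lys14 serves as ligand at 50 nM, with BAZ2B at 50 nM in PBS pH 7.4 containing 0.01% Tween-20. Donor and acceptor beads are 10 ug/mL final.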
Active calls of the source: *; ? = inconclusive; . = no result given; [ ] = another dose, or the depositor's remark. Calls come from the whole dose curve; as a rule, active = well fitted curve in the direction sought with a large enough effect; inconclusive = small, poorly fitted or top-dose-only effect, or another doubt; inactive = no such curve, though single readings can be large; an effect the other way counts as inactive or inconclusive. % is set by controls: 0 for no effect and ±100 for the full control effect; potency is the fitted concentration of half-maximal effect. This is a subset; count on the stated rates, not on these rows.

G9a block,GLS inh,BAZ2B block,compound
.,-9%,.,O=S(=O)(O)OCC1OC(OC2(COS(=O)(=O)O)OC(COS(=O)(=O)O)C(OS(=O)(=O)O)C2OS(=O)(=O)O)C(OS(=O)(=O)O)C(OS(=O)(=O)O)C1OS(=O)(=O)O (stereo not drawn)
.,0%,.,Nc1ncnc(Nc2ccc(Cl)cc2)n1
.,-20%,.,CO[C@H]1C[C@@H](O[C@@H]2[C@@H](C)O[C@@H](O[C@@H]3/C(C)=C/CC4C[C@@H](C[C@]5(C=C[C@@H](C)[C@H](C6CCCCC6)O5)O4)OC(=O)[C@@H]4C=C(C)[C@@H](O)[C@H]5OC/C(=C\C=C\[C@@H]3C)[C@]54O)C[C@H]2OC)O[C@@H](C)[C@@H]1O
.,-17%,.,CC(C)(C)CC(=O)OCC(=O)[C@@]12OC(C)(C)O[C@@H]1C[C@H]1[C@@H]3CCC4=CC(=O)C=C[C@]4(C)[C@@]3(F)[C@@H](O)C[C@]12C
.,9%[99.4 µM],.,CC(CN1CCOCC1)C(Cc1ccccc1)(Cc1ccccc1)C(=O)N1CCCC1 (stereo not drawn)
.,-2%,.,O=C(CO)NCCCOc1cccc(CN2CCCCC2)c1
.,-2%,.,CC(C)(C)NC(=O)[C@H]1CC[C@H]2[C@@H]3CC=C4C=C(C(=O)O)CC[C@@]4(C)[C@H]3CC[C@]12C
.,-2%,.,CC(=O)O[C@H]1C[C@@H]2CC[C@@H]3[C@H](CC[C@]4(C)[C@H](OC(C)=O)[C@@H](N5CC[N+](C)(C)CC5)C[C@@H]34)[C@@]2(C)C[C@@H]1N1CC[N+](C)(C)CC1
.,5%,.,O=S(=O)(O)OCC1OC(COS(=O)(=O)O)(C2(OS(=O)(=O)O)OC(CO)C(OS(=O)(=O)O)C(OS(=O)(=O)O)C2OS(=O)(=O)O)C(OS(=O)(=O)O)C1OS(=O)(=O)O (stereo not drawn)
.,32µM*,.,COc1ccc(-c2nc3ccc(C4=C(C)CC(=O)NN4)cc3[nH]2)cc1
.,-3%,.,CCN(CC)CCOC(=O)c1ccc(N)cc1Cl
.,-7%,.,C/C1=C2N=C(/C=C3N=C(/C(C)=C4\[N-][C@@H]([C@H](CC(N)=O)[C@]4(C)CCC(=O)NC[C@@H](C)OP(=O)([O-])O[C@@H]4[C@@H](O)[C@H](n5cnc6cc(C)c(C)cc65)O[C@@H]4CO)[C@@]4(C)N=C1[C@H](CCC(N)=O)[C@@]4(C)CC(N)=O)[C@H](CCC(N)=O)C\3(C)C)[C@@H](CCC(N)=O)[C@@]/2(C)CC(N)=O.[CH3-].[Co+3]
.,0%,.,CO/N=C(/C(=O)N[C@@H]1C(=O)N2C(C(=O)OC(C)OC(C)=O)=C(COC(N)=O)CS[C@H]12)c1ccco1 (stereo partly drawn)
.,3%,.,Cc1ccc(/C(=C\CN2CCCC2)c2cccc(/C=C/C(=O)O)n2)cc1
.,20%,.,COc1cc(C[C@H]2NCCc3cc(O)c(O)cc32)cc(OC)c1OC
.,26%,.,Cc1cc(Nc2ccccc2C(=O)O)ccc1Cl
.,9%,.,COc1cc2c(c(OC)c1OC)-c1c(cc3c(c1OC)OCO3)C[C@@H](C)[C@](C)(O)C2
.,0%,.,CC(=O)CC/C=C(\C)CC/C=C(/C)CC/C=C(\C)CCC=C(C)C
.,0%[20 µM],.,CCCCCCCCCCCCCCCCCCOP(=O)([O-])OC1CC[N+](C)(C)CC1
.,-1%,.,C=CS(=O)(=O)O
.,-2%,.,CN(Cc1ccc(C(C)(C)C)cc1)c1cccc2ccccc12
.,-2%,.,CN(CC(=O)N1CCOCC1)Cc1c(Cl)cccc1NC(=O)c1ccccc1
.,-6%,.,OCC1(O)OC[C@@H](O)[C@H](O)[C@@H]1O (stereo partly drawn)
.,-4%,.,COC(C)=O
.,2%,.,O=P(O)(O)C(O)(Cc1cnc2ccccn12)P(=O)(O)O
.,-1%,.,C=C1/C(=C\C=C2/CCC[C@@]3(C)[C@@H]([C@H](C)OCCC(C)(C)O)CC[C@@H]23)C[C@@H](O)C[C@@H]1O
.,-7%,.,CN[C@H](CC(C)C)C(=O)N[C@H]1C(=O)N[C@@H](CC(N)=O)C(=O)N[C@H]2C(=O)N[C@H]3C(=O)N[C@H](C(=O)N[C@H](C(=O)O)c4cc(O)cc(O)c4-c4cc3ccc4O)[C@H](O)c3ccc(c(Cl)c3)Oc3cc2cc(c3O[C@@H]2OC(CO)[C@@H](O)[C@H](O)[C@H]2O[C@H]2C[C@](C)(N)[C@H](O)[C@H](C)O2)Oc2ccc(cc2Cl)[C@H]1O (stereo partly drawn)
.,-1%,.,O=C1C=C(CO)OCC1=O
.,-1%,.,NCCCCC(NC(=O)C1CCCN1C(=O)C1CSSCC(N)C(=O)NC(Cc2ccccc2)C(=O)NC(Cc2ccccc2)C(=O)NC(CCC(N)=O)C(=O)NC(CC(N)=O)C(=O)N1)C(=O)NCC(N)=O (stereo not drawn)
.,13%,.,CC/C=C(\C(=O)N[C@H]1C(=O)N2C(C(=O)OCOC(=O)C(C)(C)C)=C(COC(N)=O)CS[C@H]12)c1csc(N)n1
.,-2%,.,C[N+]1(C)CCN(C[C@@](O)(c2ccccc2)C2CCCCC2)CC1
.,-1%,.,CO/N=C1\C[C@]2(C[C@@H]3C[C@H](C/C=C(/C)C[C@@H](C)/C=C\C=C4\CO[C@@H]5[C@@H](O)C(C)=C[C@@H](C(=O)O3)[C@]45O)O2)O[C@@H](/C(C)=C/C(C)C)[C@H]1C
.,5%,.,CCC[C@]1(CCc2ccccc2)CC(O)=C([C@H](CC)c2cccc(NS(=O)(=O)c3ccc(C(F)(F)F)cn3)c2)C(=O)O1
.,-10%,.,CC(C)(S)C(=O)N[C@H](CS)C(=O)O
.,1%,.,CO[C@@]1(NC(=O)CSC(F)F)C(=O)N2C(C(=O)O)=C(CSc3nnnn3CCO)CO[C@@H]21
.,-3%,.,COc1cc(/C=C/C(=O)O[C@H]2CC[C@]34C[C@]35CC[C@]3(C)[C@@H]([C@H](C)CCC=C(C)C)CC[C@@]3(C)C5CCC4C2(C)C)ccc1O (stereo partly drawn)
.,-1%,.,C/C(=C(\CCO)SSCC1CCCO1)N(C=O)Cc1cnc(C)nc1N (stereo not drawn)
.,-16%,.,CC/C=C(/C(=O)N[C@@H]1C(=O)N2C(C(=O)OCOC(=O)C(C)(C)C)=C(COC(N)=O)CS[C@H]12)c1csc(N)n1
45µM*,.,-37%,CCCCOC1(c2ccccc2)NC(=S)NN=C1c1ccccc1 (stereo not drawn)
13%,.,-24%,Cc1c(Cl)cccc1NC(=O)CSc1nc2c(c(=O)[nH]1)CCCC2
-22%[12.7 µM],.,?,C[C@H]1[C@H](C)CC[C@]2(C)CC[C@]3(C)C(=CC[C@@H]4[C@@]5(C)CC[C@@H](O)[C@](C)(C(=O)O)[C@@H]5CC[C@]43C)[C@H]12
-8%,.,-21%,CCOC(=O)c1sc(NC(=O)CSc2nc3c(c(=O)n2-c2ccc(F)cc2)SCC3)c(C(=O)OCC)c1C
-1%[59 µM],.,2%,O=c1/c(=C/c2cn(-c3ccccc3)nc2-c2ccc(F)cc2)sc2nc3ccccc3n12
-4%,.,-4%,CCOc1ccccc1C(=O)Nc1cc(C(=O)NCC(C)C)ccc1Cl
?,.,50µM*,COC/C=C/C1=CC2=CC(=O)C(C)(OC(=O)CCC(=O)OC)C(=O)C2=CO1 (stereo not drawn)
14%,.,7%,CCCSc1nnc2n(Cc3ccccc3)c(=O)c3c4c(sc3n12)CCC4
-15%[59 µM],.,-23%,Cc1nc(SCC(=O)c2c(C)[nH]c3ccccc23)c2c(=O)n(C)c(=O)n(CC(C)C)c2n1
-21%,.,?,CCOC(=O)c1c(NC(=O)CSc2nnc(C)c(=O)[nH]2)sc(C)c1C
4%,.,-10%,O=C(NCc1ccc[n+](CCCCS(=O)(=O)[O-])c1)c1ccc(OC(F)F)cc1
-11%[59 µM],.,-16%,O=c1nc2n(c3c1oc1ccccc13)Cc1ccccc1-2
40µM*,.,?,CN(C)c1ccc(C(c2nnnn2C(C)(C)C)N2CCc3ccccc3C2)cc1 (stereo not drawn)
?,.,-4%,O=C(Nc1nnc(-c2ccccc2Cl)o1)c1cc2cc([N+](=O)[O-])ccc2s1
40µM*,.,-28%,C[C@@H]1NC(=O)[C@H](CCCN=C(N)N)NC(=O)c2cc([N+](=O)[O-])cc(I)c2OCC[C@@H](C(=O)NC(CC(=O)O)C(N)=O)NC1=O (stereo partly drawn)
-26%,.,-16%,COC(=O)CC1C(=O)NC(C)=C1C(=O)OC (stereo not drawn)
-9%[59 µM],.,-3%,Cc1c(N=CC=Nc2c(C)n(C)n(-c3ccccc3)c2=O)c(=O)n(-c2ccccc2)n1C
5%[2.33 µM],.,?,O=C1CC(NCCC2=CCCCC2)C(=O)N1c1cccc(Cl)c1Cl (stereo not drawn)
35µM*,.,?,CCc1cc2c(nc1CC)CCN(CC/C(C)=N/O[C@@H](C)c1cc(-c3c(C)cc(C)cc3C)no1)C2
5%[59 µM],.,7%,Cc1ccccc1OCC(=O)NCC(=O)N/N=C/C=C/c1ccccc1
40µM*,.,79µM*,Cc1cc(=O)c2cc3nc(-c4cccnc4)oc3c(Br)c2o1
?,.,-34%,CC(C)(C)[Si](OCC[C@@H]1C[C@@]1(C)[C@@H](NP(=O)(c1ccccc1)c1ccccc1)c1ccccc1)(c1ccccc1)c1ccccc1

6 compounds already listed, sorted by molecular weight, falling:
G9a block,GLS inh,BAZ2B block,compound
35µM*,.,?,CCc1cc2c(nc1CC)CCN(CC/C(C)=N/O[C@@H](C)c1cc(-c3c(C)cc(C)cc3C)no1)C2
-15%[59 µM],.,-23%,Cc1nc(SCC(=O)c2c(C)[nH]c3ccccc23)c2c(=O)n(C)c(=O)n(CC(C)C)c2n1
4%,.,-10%,O=C(NCc1ccc[n+](CCCCS(=O)(=O)[O-])c1)c1ccc(OC(F)F)cc1
40µM*,.,?,CN(C)c1ccc(C(c2nnnn2C(C)(C)C)N2CCc3ccccc3C2)cc1 (stereo not drawn)
5%[2.33 µM],.,?,O=C1CC(NCCC2=CCCCC2)C(=O)N1c1cccc(Cl)c1Cl (stereo not drawn)
-26%,.,-16%,COC(=O)CC1C(=O)NC(C)=C1C(=O)OC (stereo not drawn)

One compound at a time, from the list above.
CO/N=C1\C[C@]2(C[C@@H]3C[C@H](C/C=C(/C)C[C@@H](C)/C=C\C=C4\CO[C@@H]5[C@@H](O)C(C)=C[C@@H](C(=O)O3)[C@]45O)O2)O[C@@H](/C(C)=C/C(C)C)[C@H]1C across the screens: G9a block: .; GLS inh: -1%; BAZ2B block: .
C[C@@H]1NC(=O)[C@H](CCCN=C(N)N)NC(=O)c2cc([N+](=O)[O-])cc(I)c2OCC[C@@H](C(=O)NC(CC(=O)O)C(N)=O)NC1=O (stereo partly drawn) across the screens: G9a block: 40µM*; GLS inh: .; BAZ2B block: -28%

Next structures follow.
G9a block,GLS inh,BAZ2B block,compound
6%[59 µM],.,17%,Cc1cc(C)nc(N2CCN(c3ncnc4c3oc3ccccc34)CC2)n1
26%[59 µM],.,-3%,Cc1ccc2cc(C#N)c(SCC(=O)Nc3ccc4sc(C)nc4c3)nc2c1
-6%[59 µM],.,-8%,Cn1c(=O)c2cn3ncccc3c2n(C)c1=O
24%[59 µM],.,-5%,Cc1ccc(C)c(Oc2coc3cc(OCC(=O)Nc4ccccc4C(C)C)ccc3c2=O)c1
15%[12.7 µM],.,3%,CCOc1cc(/C=N/NC(N)=O)ccc1OC(=O)c1ccc(C)cc1
1µM*,.,-27%,O=C1C2C3C=CC(CO)(O3)C2C(=O)N1c1ccc(-c2ccccc2)cc1 (stereo not drawn)
-5%,.,8%,O=C(Nc1cccc(Br)c1)c1ccc(OC2CSC2)cc1
8%,.,5%,C[C@@H]1C=CC(=O)O[C@@H]1c1ccc(C(F)(F)F)cc1
8%,.,-8%,CCOC(=O)c1c(C)[nH]c(C(=O)OCC(=O)c2c(N)n(C)c(=O)n(C)c2=O)c1C
-15%,.,16%,O=C(NC1CC1)c1ccc2c(c1)NC(=O)c1ccccc1S2
?,.,32µM*,CC(C)c1cc(Nc2cccc(O)c2)cc(C(C)C)c1O
6%,.,-4%,N/C(=N\OC(=O)COc1ccc([N+](=O)[O-])cc1)c1ccc(Br)cc1
7%[2.33 µM],.,-2%,O=c1c2c3nc4ccccc4nc3n(/N=C/c3cccs3)c2ncn1-c1ccccc1
13%[59 µM],.,-5%,Cc1c2cnn(CC(=O)N3CCN(c4ncccn4)CC3)c(=O)c2c(C)n1Cc1ccc(F)cc1
-7%[59 µM],.,18%,Cn1c(=O)[nH]c(=O)c2c1nc(N1CCCCCC1)n2CC(=O)c1ccccc1
31%[12.7 µM],.,-34%,COc1ccc(OC)c(Nc2nc(-c3sc(NC(=O)c4ccccc4)nc3C)cs2)c1
7%,.,11%,O=C(CCCn1c(=O)oc2ccccc21)NC1CCCCCC1
